S-ASM inh: inhibitors of human secretory acid sphingomyelinase; P17405; placental ASM, HMU-PC fluorogenic substrate, 60 min; Potency, µM (titrated, usually from 57.5 µM), inactives show at the highest dose activity change, negative = inhibition, usual class: inhibitors; actives 0.006% (n = 340,000); AID 504937; also: potency is read from the fitted curve at half-maximal effect
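Human placenta-derived ASM enzyme was preincubated with compound for 10 minutes at room temperature, then given fluorogenic substrate HMU-PC0 (9 uM final) for 60 minutes at 37 °C; a pH 10 stop preceded fluorescence reading at Ex 386/Em 447 nm.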
TSHR antagonist: human thyrotropin receptor antagonism. P16473. AID 504810. activity change, negative = inhibition, % at 11.5 µM. TSHR-expressing cells, TSH-stimulated cAMP HTRF, 2 h; active compounds read low. actives 0.2% (n = 330,000);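 active = activity change below a set negative limit, meaning inhibition stronger than a set level, cut at about -70% in these data; inconclusive = activity change between two set negative limits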; also: % is scaled to controls: 0 for no effect and ±100 for the full control effect
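Freshly harvested TSHR cells receive pin-tooled compound, then EC80 TSH at 4nM final. After 2 hours at 37 deg C, antibody in lysis buffer and cAMP-d2 are added; 30 minutes at ambient temperature precede the HTRF read.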
TCR activator: activates T cell receptor signaling | primary human leukocytes, anti-CD3, IL-2 HTRF, 48 h | Potency, µM (series often up to 9.22 µM), for the others: top-dose activation of IL-2 secretion, usual class: activators | 330,000 tested, under 10 active | AID 504894; also: % of control where 0% means no effect
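Primary human leukocytes receive a-CD3 beads and test compound and are incubated 48 hr. Secreted IL-2 is then assayed by HTRF, measuring 665nm acceptor emission after 320nm excitation of the europium donor.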
A-T KAP1 phos: candidate therapy for ataxia-telangiectasia; […] A-T fibroblasts, KAP-1 phosphorylation AlphaLISA; neocarzinostatin DNA damage 30 min before lysis; Potency, µM (titrated, usually from 57.5 µM), for inactives: top-dose activation, actives largely listed as activators; actives 0.19% (n = 320,000); AID 485349; also: potency is read from the fitted curve at half-maximal effect; % of control where 0% means no effect; nearly all actives have a fitted effect of over 45% in size
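hTERT-immortalized A-T patient fibroblasts ([…]), 500 cells/well in OPTI-MEM, 1% FBS, got compounds for 60 min, then NCS for 30 min at 37C. Lysates were then assayed for phospho-KAP-1 by AlphaLISA (anti-pKAP1 donor, anti-KAP1 acceptor beads), 6 hr at 25C.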
CXXC DNA block: blocks binding of human MLL CXXC domain to DNA | Q03164 | MLL-CXXC / FITC-HOXA9 DNA fluorescence polarization | Potency, µM (series often up to 115 µM), without a hit: at the top dose activity change, negative = inhibition, actives largely listed as inhibitors | actives 0.037% (n = 290,000); active = well fitted inhibition curve with a large enough effect in the polarisation, with a control signal flat, not every such curve was filed as active; inconclusive = small, poorly fitted or top-dose-only effect, or effect the other way, or a change in a side signal; inactive = no such curve, though single readings can be large or run the other way; the % refers to the polarisation; also: potency is read from the fitted curve at half-maximal effect
Target sequence (Q03164 whole entry, looked up, the tested form may be a part): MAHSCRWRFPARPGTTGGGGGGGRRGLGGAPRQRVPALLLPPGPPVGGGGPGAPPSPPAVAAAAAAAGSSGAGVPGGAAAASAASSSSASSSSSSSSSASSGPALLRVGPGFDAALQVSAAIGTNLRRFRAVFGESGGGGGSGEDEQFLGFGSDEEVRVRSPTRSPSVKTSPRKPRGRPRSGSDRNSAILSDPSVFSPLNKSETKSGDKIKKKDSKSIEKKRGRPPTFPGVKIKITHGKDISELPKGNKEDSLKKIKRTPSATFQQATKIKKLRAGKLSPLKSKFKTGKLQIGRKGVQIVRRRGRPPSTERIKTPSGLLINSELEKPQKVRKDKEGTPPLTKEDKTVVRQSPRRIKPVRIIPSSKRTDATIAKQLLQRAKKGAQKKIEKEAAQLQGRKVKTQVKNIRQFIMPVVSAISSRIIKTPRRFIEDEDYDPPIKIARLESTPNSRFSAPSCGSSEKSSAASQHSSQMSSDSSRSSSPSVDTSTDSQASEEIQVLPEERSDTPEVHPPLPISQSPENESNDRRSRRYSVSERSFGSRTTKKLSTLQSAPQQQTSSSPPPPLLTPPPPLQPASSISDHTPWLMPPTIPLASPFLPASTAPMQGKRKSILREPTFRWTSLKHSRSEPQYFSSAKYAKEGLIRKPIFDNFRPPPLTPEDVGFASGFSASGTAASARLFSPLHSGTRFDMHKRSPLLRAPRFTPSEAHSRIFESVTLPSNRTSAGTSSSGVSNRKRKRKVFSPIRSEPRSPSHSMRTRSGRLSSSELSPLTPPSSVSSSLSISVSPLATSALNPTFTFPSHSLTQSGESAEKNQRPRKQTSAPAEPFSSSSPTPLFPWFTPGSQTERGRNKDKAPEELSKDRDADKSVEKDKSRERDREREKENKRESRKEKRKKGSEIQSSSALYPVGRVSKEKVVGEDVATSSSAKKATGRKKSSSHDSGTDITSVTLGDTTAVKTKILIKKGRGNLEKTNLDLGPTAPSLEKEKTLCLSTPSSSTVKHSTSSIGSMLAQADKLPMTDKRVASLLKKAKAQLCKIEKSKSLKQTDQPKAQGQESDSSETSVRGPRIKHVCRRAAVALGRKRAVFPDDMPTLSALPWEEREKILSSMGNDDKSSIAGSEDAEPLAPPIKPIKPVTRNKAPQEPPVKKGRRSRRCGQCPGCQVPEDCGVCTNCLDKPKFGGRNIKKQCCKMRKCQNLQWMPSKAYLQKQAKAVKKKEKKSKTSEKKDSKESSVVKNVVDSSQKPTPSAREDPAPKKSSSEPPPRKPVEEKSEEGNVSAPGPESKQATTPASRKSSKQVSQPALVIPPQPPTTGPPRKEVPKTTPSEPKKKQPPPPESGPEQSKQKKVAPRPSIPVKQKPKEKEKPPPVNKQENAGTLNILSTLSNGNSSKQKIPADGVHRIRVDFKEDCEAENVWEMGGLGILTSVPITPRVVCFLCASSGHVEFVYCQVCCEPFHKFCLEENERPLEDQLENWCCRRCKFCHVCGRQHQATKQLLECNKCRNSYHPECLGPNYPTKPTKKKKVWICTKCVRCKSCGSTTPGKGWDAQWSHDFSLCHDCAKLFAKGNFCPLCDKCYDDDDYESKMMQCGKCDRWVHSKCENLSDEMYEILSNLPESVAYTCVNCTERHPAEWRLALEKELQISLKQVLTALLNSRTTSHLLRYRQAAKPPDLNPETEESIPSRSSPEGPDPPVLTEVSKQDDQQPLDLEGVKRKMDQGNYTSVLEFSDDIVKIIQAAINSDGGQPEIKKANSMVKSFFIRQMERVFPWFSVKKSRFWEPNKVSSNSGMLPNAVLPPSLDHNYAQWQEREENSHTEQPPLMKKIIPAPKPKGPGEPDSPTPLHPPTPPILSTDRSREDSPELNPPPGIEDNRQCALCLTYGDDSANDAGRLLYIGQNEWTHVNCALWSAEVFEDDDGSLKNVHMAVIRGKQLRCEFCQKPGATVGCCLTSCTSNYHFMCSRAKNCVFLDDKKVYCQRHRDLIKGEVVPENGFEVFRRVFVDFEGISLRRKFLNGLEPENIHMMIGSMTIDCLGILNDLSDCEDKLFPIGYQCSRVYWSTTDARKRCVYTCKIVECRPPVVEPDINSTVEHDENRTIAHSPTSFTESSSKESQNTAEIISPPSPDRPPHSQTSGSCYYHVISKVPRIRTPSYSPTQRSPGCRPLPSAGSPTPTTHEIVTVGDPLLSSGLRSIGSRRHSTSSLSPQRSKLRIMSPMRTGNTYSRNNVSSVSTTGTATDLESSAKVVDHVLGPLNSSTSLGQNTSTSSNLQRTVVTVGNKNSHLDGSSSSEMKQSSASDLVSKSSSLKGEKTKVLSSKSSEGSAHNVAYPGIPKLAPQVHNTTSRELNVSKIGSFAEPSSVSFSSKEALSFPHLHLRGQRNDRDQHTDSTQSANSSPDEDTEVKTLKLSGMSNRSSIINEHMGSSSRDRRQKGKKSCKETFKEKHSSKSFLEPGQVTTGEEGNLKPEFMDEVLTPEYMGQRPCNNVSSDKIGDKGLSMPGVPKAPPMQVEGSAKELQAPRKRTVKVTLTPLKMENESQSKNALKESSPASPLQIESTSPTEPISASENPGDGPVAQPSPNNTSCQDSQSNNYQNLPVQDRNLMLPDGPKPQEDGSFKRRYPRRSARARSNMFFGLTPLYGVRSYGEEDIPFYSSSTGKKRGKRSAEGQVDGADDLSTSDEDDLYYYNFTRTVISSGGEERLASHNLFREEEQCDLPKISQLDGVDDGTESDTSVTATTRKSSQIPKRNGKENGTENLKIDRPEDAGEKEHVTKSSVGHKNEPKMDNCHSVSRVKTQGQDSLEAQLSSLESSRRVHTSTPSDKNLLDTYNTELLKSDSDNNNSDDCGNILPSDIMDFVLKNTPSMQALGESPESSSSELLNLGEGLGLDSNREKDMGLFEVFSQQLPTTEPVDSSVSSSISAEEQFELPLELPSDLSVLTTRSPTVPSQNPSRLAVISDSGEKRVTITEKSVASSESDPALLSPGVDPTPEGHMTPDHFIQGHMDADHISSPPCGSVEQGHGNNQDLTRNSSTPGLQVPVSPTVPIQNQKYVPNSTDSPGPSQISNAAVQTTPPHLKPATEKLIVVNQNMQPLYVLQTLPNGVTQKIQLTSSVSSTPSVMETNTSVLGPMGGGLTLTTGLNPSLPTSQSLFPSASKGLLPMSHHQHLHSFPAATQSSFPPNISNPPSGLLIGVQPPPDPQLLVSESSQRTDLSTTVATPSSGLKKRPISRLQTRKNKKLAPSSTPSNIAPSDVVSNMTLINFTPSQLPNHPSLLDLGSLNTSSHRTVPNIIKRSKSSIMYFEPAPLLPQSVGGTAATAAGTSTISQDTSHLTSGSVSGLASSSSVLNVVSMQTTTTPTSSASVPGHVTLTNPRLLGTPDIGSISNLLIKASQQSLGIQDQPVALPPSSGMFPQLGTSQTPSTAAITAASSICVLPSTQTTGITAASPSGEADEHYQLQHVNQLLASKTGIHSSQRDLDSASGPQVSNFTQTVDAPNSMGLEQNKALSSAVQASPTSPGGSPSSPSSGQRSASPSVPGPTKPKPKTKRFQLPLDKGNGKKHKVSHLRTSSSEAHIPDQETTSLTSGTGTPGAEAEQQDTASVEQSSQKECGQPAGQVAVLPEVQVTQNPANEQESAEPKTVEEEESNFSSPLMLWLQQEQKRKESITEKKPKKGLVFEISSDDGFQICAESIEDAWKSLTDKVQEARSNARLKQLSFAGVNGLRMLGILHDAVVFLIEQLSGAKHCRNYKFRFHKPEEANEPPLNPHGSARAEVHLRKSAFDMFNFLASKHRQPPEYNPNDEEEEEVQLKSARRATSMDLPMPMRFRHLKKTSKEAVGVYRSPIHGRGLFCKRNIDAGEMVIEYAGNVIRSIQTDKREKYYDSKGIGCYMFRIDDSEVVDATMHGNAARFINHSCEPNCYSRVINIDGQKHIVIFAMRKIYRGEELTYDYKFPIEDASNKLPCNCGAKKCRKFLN
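Fluorescence polarization: 7 uM MLL-CXXC (stock) preincubated 5 min with compounds, then 50 nM fluorescein-HOX-A9 DNA (stock) added; 30 min ambient. Buffer 50 mM Tris-HCl pH 7.5, 50 mM NaCl, 1 mM DTT, 0.05% BSA.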
a7 integrin act: activators of alpha7 integrin expression for muscular dystrophy | alpha7betagal myoblasts, beta-gal FDG fluorescence, 48 h | Potency, µM (top dose mostly 38.3 µM), for inactives: at the highest dose activation, usual class: activators | actives 0.064% (n = 350,000) | AID 624291;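 also: potency is read from the fitted curve at half-maximal effect; 100% = response of the positive control SU9516; nearly all actives have a fitted effect of over 60% in size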
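alpha7betagal+/- myoblasts (passage 13, 250/well) treated 48 h at 37C with compounds at 1:260 dilution of DMSO stock. Lysed, then beta-galactosidase activity read as FDG fluorescence (ex 480/em 540) after 30 min, with pre-read for autofluorescence.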
Menin MLL FP TR: inhibitors of human menin-MLL interaction, mutant MLL peptide. O00255. Menin + Texas Red MLL mutant peptide, fluorescence polarization. Potency, µM (doses to about 61.6 µM), for inactives: at the top dose FP activity change, negative = inhibition, actives largely listed as inhibitors. actives 0.23% (n = 270,000). AID 1768; active = well fitted inhibition curve with a large enough effect in the polarisation, with a control signal flat, not every such curve was filed as active; inconclusive = small, poorly fitted or top-dose-only effect, or effect the other way, or a change in a side signal; inactive = no such curve, though single readings can be large or run the other way; the % refers to the polarisation; also: potency is read from the fitted curve at half-maximal effect; % of control where 0% means no effect; many of its hits are not listed in these tables
MBNL1 CUG block: inhibitors of human MBNL1 binding to CUG repeat RNA | TR-FRET MBNL1-His/biotin-(CUG)12 binding, 665/545 ratio | Q9NR56 | AID 2675 | Potency, µM (top dose mostly 57.5 µM), inactives show top-dose activity change, negative = inhibition, actives largely listed as inhibitors | actives 0.036% (n = 280,000); active = well fitted inhibition curve with a large enough effect in the signal ratio, with a control signal flat, not every such curve was filed as active; inconclusive = small, poorly fitted or top-dose-only effect, or effect the other way, or a change in a side signal; inactive = no such curve, though single readings can be large or run the other way; the % refers to the signal ratio; also: potency is read from the fitted curve at half-maximal effect; % is scaled to controls: 0 for no effect and ±100 for the full control effect
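Compounds (final 92 nM to 58 uM) are added to His-tagged MBNL1 and biotin-(CUG)12, then terbium anti-His antibody and streptavidin-XL665 (5 nM final). After 60 min at room temperature, the 665/545 nm ratio is read.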
TSG101-PTAP inh: blocks PTAP/TSG101 interaction to inhibit HIV-1 budding | Q99816 | Fluorescence polarization, FITC-PTAP peptide / Tsg101 binding | Potency, µM (titrated, usually from 115 µM), for inactives: top-dose activity change, negative = inhibition, usual class: inhibitors | 340,000 tested, under 10 active | AID 493005; active = well fitted inhibition curve with a large enough effect in the main read-out, with a control signal flat, not every such curve was filed as active; inconclusive = small, poorly fitted or top-dose-only effect, or effect the other way, or a change in a side signal; inactive = no such curve, though single readings can be large or run the other way; also: potency is read from the fitted curve at half-maximal effect; % of control where 0% means no effect
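FP read-out: FITC-PTAP peptide, 50 nM final, binding Tsg101 binding domain, 10 uM final; 20 min, r.t.; 10 mM HEPES pH 7.5, 0.15 M NaCl, 0.01% Tween 20, 3 mM EDTA, 0.1 mM TCEP.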
Mito fusion yeast: blocks mitochondrial division or promotes mitochondrial fusion; S. cerevisiae fusion-defective mutant growth rescue, CellTiterGlo 48 h; actives 0.23% (n = 320,000); Potency, µM (top dose mostly 46.1 µM), without a hit: at the top dose growth rescue (activation), hits mostly activators;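 also: potency is read from the fitted curve at half-maximal effect; % of control where 0% means no effect; nearly all actives have a fitted effect of over 45% in size; temperature-sensitive fusion mutants such as fzo1-1 at 37 °C on non-fermentable ethanol glycerol medium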
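Compounds are tested for their ability to restore growth of mitochondrial fusion-defective yeast strains at non-permissive 37C in YPEG medium over 48 hours. Viability is quantified by luciferase luminescence.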
Starred values were filed as active, the others as inactive; ? = inconclusive; · = not tested or not shown; [ ] = another dose, or the depositor's remark. Unless noted, calls follow the shape of the dose curve; as a rule, active = well fitted curve in the direction sought with a large enough effect; inconclusive = small, poorly fitted or top-dose-only effect, or another doubt; inactive = no such curve, though single readings can be large; an effect the other way counts as inactive or inconclusive.

SMILES	S-ASM inh	TSHR antagonist	TCR activator	A-T KAP1 phos	CXXC DNA block	a7 integrin act	Menin MLL FP TR	MBNL1 CUG block	TSG101-PTAP inh	Mito fusion yeast
Cc1ccc(NC(=O)NNC(=O)c2cccs2)cc1	2%	5	-3%[46.1 µM]	7%	2%	-22%	-11%	4%	0%	0%
O=C(CSc1nc2ncc(Br)cc2[nH]1)Nc1ccc2c(c1)OCO2	0%	0	8%	10%	9%	8%	13%	14%	-2%	-4%
CCSc1nc2c(cnn2-c2ccc(C)cc2)c(=O)[nH]1	-1%	-2	-3%[46.1 µM]	4%	5%	1%	-1%	2%	-1%	7%
O=C(COC(=O)c1ccc(Br)o1)Nc1ccc2c(c1)OCCO2	-1%	·	1%	5%	·	3%	·	·	3%	·
S=c1[nH]c2ccccc2n1CCOc1ccccc1	-2%	39	5%	4%	-6%	9%	-1%	-3%	1%	-7%
Cc1cccc(NC(=O)COC(=O)C(NC(=O)c2cccc(S(=O)(=O)N3CCOCC3)c2)C(C)C)c1 (stereo not drawn)	-1%	·	-4%	·	·	-13%	·	·	-3%	·
Cc1noc(C)c1CSCC(=O)OCC(=O)NC1CCCCC1	-2%	3	·	-3%	3%	21%	3%	-3%	-4%	-2%
Cc1nn(-c2ccccc2)nc1C(N)=O	2%	-2	0%	3%	1%	-9%	·	-7%	-6%	-1%
CCSc1nc2c(c(=O)n(C)c(=O)n2C)n1Cc1ccc(Cl)cc1	-6%	·	-2%	·	·	25%	·	·	-3%	·
Cc1ccc(/C=C2\SC(=S)N(CCCC(=O)Nc3ccc(O)cc3)C2=O)cc1	0%	4	-3%	8%	12%	-24%	·	15%	0%	-2%
Nc1[nH]c(=S)[nH]c(=O)c1-c1ccccc1	6%	5	-8%	-3%	-1%	-2%	16%	1%	-5%	1%
Cc1cc(C(=O)CSc2nnc(-c3ccccc3)n2-c2ccccc2)c(C)n1-c1ncn[nH]1	0%	-9	10%	-14%	-13%	9%	5%	-12%	0%	-2%
O=C1c2ccccc2C(=O)N1CCc1nn[nH]n1	2%	5	1%	-1%	0%	36%	8%	2%	-6%	-1%
CC1(C)Cc2c(sc(/N=C/N3CCOCC3)c2C#N)C(C)(C)N1	0%	-8	-1%	2%	-2%	5%	-15%	4%	2%	2%
CCSC1=C(C#N)C2(CCCCC2)C(C#N)=C(N)N1	2%	-9	-4%	-1%	-6%	-4%	-1%	4%	-3%	3%
CC(C)(C)NC(=O)C(OC(=O)c1ccco1)c1ccccc1F (stereo not drawn)	2%	-3	4%	4%	0%	7%	-6%	0%	0%	0%
O=C(COc1ccc(S(=O)(=O)N2CCOCC2)cc1)Nc1cccc([N+](=O)[O-])c1	-1%	14	4%	5%	11%	-7%	?	?	-2%	-1%
Cc1ccc(C(=O)Cn2nnc(-c3ccccc3-n3cnnn3)n2)cc1	-2%	5	-4%	1%	0%	-10%	-24%	3%	0%	2%
CCCc1ccc(-c2cc(C(=O)NC3=NCCS3)c3ccccc3n2)cc1	4%	1	1%[46.1 µM]	2%	1%	8%	?	-19%	-1%	9%
Cn1nccc1NC(=O)c1nccnc1C(=O)O	6%	0	10%	1%	23%	14%	·	-8%	-3%	-2%

Only A-T KAP1 phos and S-ASM inh (3 entries from above):
Molecule | A-T KAP1 phos | S-ASM inh
Cc1cc(C(=O)CSc2nnc(-c3ccccc3)n2-c2ccccc2)c(C)n1-c1ncn[nH]1 | -14% | 0%
O=C1c2ccccc2C(=O)N1CCc1nn[nH]n1 | -1% | 2%
CC1(C)Cc2c(sc(/N=C/N3CCOCC3)c2C#N)C(C)(C)N1 | 2% | 0%

The listing continues.
SMILES	S-ASM inh	TSHR antagonist	TCR activator	A-T KAP1 phos	CXXC DNA block	a7 integrin act	Menin MLL FP TR	MBNL1 CUG block	TSG101-PTAP inh	Mito fusion yeast
N#CC(c1ccccc1)c1ccc(C(=O)c2ccc(F)cc2)cc1 (stereo not drawn)	-1%	13	-5%	·	-13%	-7%	-3%	-5%	-10%	10%
O=C(OCC1OC(n2ccc(=O)[nH]c2=O)C(Cl)C1O)c1ccccc1 (stereo not drawn)	4%	-10	7%	-8%	-2%	?	15%	-5%	-5%	-4%
COCCCNc1nc2ccccc2nc1NS(=O)(=O)c1cccc(Cl)c1	-3%	-4	4%	-1%	?	16%	63%[activator]	-10%	-13%	?
CC(C)(CN1CCCC1)NS(=O)(=O)c1ccc(Cl)cc1	1%	-20	2%	-1%	15%	6%	-36%	-7%	-2%	-17%
O=C(Cn1cc(S(=O)(=O)Cc2ccccc2)c2ccccc21)N1CCOCC1	0%	34	5%	23%	-12%	-8%	·	-4%	-9%	7%
Cc1cccc(Cn2c(N3CCc4ccccc4C3)nc3c2c(=O)[nH]c(=O)n3C)c1	-8%	4	-9%	3%	16%	-5%	·	-3%	0%	3%
O=C(C1CCCN(Cc2ccc(Cl)cc2)C1)N1CCCCC1 (stereo not drawn)	-1%	-1	-8%	·	3%	-10%	-1%	-6%	0%	15%
COc1cn(-c2ccccc2)nc1C(=O)Nc1ccccc1	6%	-8	-1%	3%	-6%	-22%	?	-8%	-1%	?
Cc1ccccc1-n1nnnc1SCC(=O)Nc1ccc(S(=O)(=O)N2CCCC2)cc1	-4%	2	-4%	3%	10%	-29%	31%[activator]	5%	-3%	-1%
CC(C)NC(=S)NN=C1c2ccccc2-c2ccccc21	-4%	-8	2%	-8%	16%	7%	-15%	1%	0%	-11%
CCCn1cnc2cc(NC(=O)c3cccs3)ccc21	7%	-14	3%	2%	14%	22%	0%	·	0%	-6%
COc1cc(/C=N/Nc2ncc(C(F)(F)F)cc2Cl)cc(OC)c1OC	44%[activator]	-12	3%[46.1 µM]	2%	12%	41%	0%	-7%	-1%	-6%
N#Cc1ccccc1NC(=O)c1ccccc1OCC(=O)NCc1ccco1	0%	9	·	1%	0%	12%	10%	6%	·	-2%
O=C(CCNC(=O)c1ccc([N+](=O)[O-])cc1)Nc1nc2ccccc2[nH]1	-4%	4	-5%	3%	·	10%	·	·	4%	0%
COc1ccc(CSc2nnnn2-c2ccccc2)cc1	-1%	-16	1%	·	1%	20%	-4%	9%	3%	9%
CC1(C)CC(=O)C2=C(C1)N=C1SCCC(=O)N1C2c1cccc([N+](=O)[O-])c1 (stereo not drawn)	0%	-21	0%	-1%	-6%	2%	1%	1%	-4%	2%
CCOC(=O)c1cnc(Nc2ccc(OCC)cc2)nc1C	8%	-8	2%	7%	9%	42%	28%	-1%	-5%	3%
CCCNC(=S)N1CCC(NC(=O)Nc2ccc(C)cc2)CC1	2%	6	4%	0%	0%	-15%	13%	-14%	-2%	1%
Cc1ccc(C)c(NC(=S)N2C3CCCC2CC(NC(=O)C2CC2)C3)c1 (stereo not drawn)	5%	-10	3%	2%	41%	-21%	9%	-4%	-1%	-7%
CCC(CCc1ccccn1)C(=O)c1ccccc1 (stereo not drawn)	2%	·	-7%	·	·	2%	·	·	-3%	·
CCOC(=O)c1cnc(-n2nc(C)cc2C)nc1NNc1cc(-c2ccccc2)nc(C)n1	·	-3	1%[46.1 µM]	-2%	21%	·	2%	·	·	-6%
CCCCCn1c(SCC#N)nc2cc(C(=O)NCC3CCCO3)ccc2c1=O (stereo not drawn)	40%[activator]	13	5%	0%	-4%	2%	0%	?	-1%	1%
OCC1(Cc2ccccc2)CCN(Cc2cnn(-c3ccccc3F)c2)CC1	-2%	1	-5%	3%	-4%	6%	-4%	-3%	0%	2%

Screens deposited in PubChem BioAssay by National Center for Advancing Translational Sciences (NCATS).

This is a subset; rates above refer to the full screens.
